PI4K2A block: inhibitors of human PI4K2A; purified PI4K2A, ADP-Glo luminescence, 1 h; active compounds read low; actives 0.13% (n = 420,000); AID 1346378; activity change, negative = inhibition, % at 76.9 µM; Q9BTU6; in the data active = activity change below about -50%; inconclusive = mostly about -30% to -49%;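 also: -100% = wells without enzyme as full effect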
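In this quantitative HTS, ADP production by PI4K2A was quantified luminescently after 1 h at ambient temperature; 100 microM adenosine served as plate-quality control.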
GLS inh: glutaminase GLS (human) inhibition. O94925. GLS enzymatic activity, qHTS titration. Potency, µM (series often up to 45.5 µM), for the others: at the top dose activity change, negative = inhibition, most hits filed as inhibitors. actives 0.21% (n = 410,000). AID 624170; also: potency is read from the fitted curve at half-maximal effect; % is scaled to controls: 0 for no effect and ±100 for the full control effect
Target sequence (O94925 whole entry, looked up): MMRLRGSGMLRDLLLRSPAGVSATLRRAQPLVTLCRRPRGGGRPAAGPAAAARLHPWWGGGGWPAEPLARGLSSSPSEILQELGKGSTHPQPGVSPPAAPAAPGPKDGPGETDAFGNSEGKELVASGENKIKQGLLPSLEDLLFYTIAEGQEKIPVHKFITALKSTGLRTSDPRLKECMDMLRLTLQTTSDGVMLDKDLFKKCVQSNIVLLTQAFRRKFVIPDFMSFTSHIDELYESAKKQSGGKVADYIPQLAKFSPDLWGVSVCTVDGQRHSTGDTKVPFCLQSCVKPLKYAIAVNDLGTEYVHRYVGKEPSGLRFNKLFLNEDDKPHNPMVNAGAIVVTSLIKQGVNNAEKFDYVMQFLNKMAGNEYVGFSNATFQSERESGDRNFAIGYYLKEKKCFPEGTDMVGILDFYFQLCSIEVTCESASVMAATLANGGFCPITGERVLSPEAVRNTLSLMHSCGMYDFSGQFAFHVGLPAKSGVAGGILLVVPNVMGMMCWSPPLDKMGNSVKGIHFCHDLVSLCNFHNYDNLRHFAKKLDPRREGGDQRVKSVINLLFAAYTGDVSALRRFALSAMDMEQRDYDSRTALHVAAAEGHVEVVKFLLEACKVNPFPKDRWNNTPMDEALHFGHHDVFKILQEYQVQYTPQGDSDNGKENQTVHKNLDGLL
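hKGA; 45 mM KH2PO4 pH 8.2 + 0.02% Tween-20; cpd via pin tool; 1 mM Gln soln; GluOx/HRP/Amplex Red; RT 30 min; fluor. t0 & final.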
12-LOX inh: blocks human arachidonate 12S-lipoxygenase; P18054; purified 12hLO, xylenol orange hydroperoxide absorbance; Potency, µM (titrated, usually from 108 µM), for the others: at the highest dose activity change, negative = inhibition, most hits filed as inhibitors; actives 1.1% (n = 580,000); AID 1671190; also: potency is read from the fitted curve at half-maximal effect; % is scaled to controls: 0 for no effect and ±100 for the full control effect
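Purified human 12hLO at 150 nM in 25 mM Hepes, 0.01% Triton X-100, pH 7.0, preincubated 15 min at room temperature with compound. Reaction started with 40 uM arachidonic acid, 30 min at room temperature. Hydroperoxide measured by Fe-xylenol orange, 573/405 nm absorbance ratio.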
G9a block: inhibitors of human histone lysine methyltransferase G9a | Q96KQ7 | G9a H3K9 monomethylation, AlphaScreen, 2 h | Potency, µM (series often up to 102 µM), for the others: top-dose activity, negative = inhibition, usual class: inhibitors | actives 8.8% (n = 350,000) | AID 504332; also: potency is read from the fitted curve at half-maximal effect; % is scaled to controls: 0 for no effect and ±100 for the full control effect; nearly all actives have a fitted effect of over 75% in size
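AlphaScreen read-out: biotin-H3K9 peptide (500 nM) methylation by 20 nM enzyme with 20 uM SAM, 2 h at room temperature after 15 min compound preincubation; anti-monomethyl H3K9 antibody plus donor/acceptor beads, 10 min dark.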
HP1b binding inh: inhibitors of HP1-beta chromodomain binding to methylated histone tails. actives 0.56% (n = 390,000). Potency, µM (series often up to 114 µM), without a hit: top-dose activity change, negative = inhibition, hits mostly inhibitors. P83916. AlphaScreen HP1-beta / biotin-H3K9me3 peptide binding; also: potency is read from the fitted curve at half-maximal effect; nearly all actives have a fitted effect of over 70% in size; inactives centre near 23
Target sequence (P83916 whole entry, looked up): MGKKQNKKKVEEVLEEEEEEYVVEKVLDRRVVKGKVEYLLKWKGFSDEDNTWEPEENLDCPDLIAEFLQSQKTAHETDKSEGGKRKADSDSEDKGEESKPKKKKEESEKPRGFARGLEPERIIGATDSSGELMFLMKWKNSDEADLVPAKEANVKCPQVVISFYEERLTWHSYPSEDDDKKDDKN
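Compound inhibition of the preformed complex between 50 nM HP1-beta and 50 nM biotinylated H3K9me3 peptide was read by AlphaScreen. Buffer was PBS pH 7.4 with 0.01% Tween-20. Incubations ran 30 min at room temperature, with 10 ug/mL donor/acceptor beads.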
JMJD2A Tudor inh: blocks the human JMJD2A Tudor domain | AID 504339 | O75164 | AlphaScreen JMJD2A-Tudor / H3K4me3 peptide binding | actives 4.4% (n = 390,000) | Potency, µM (doses to about 114 µM), for the others: at the top dose activity change, negative = inhibition, usual class: inhibitors; also: potency is read from the fitted curve at half-maximal effect; % is scaled to controls: 0 for no effect and ±100 for the full control effect; nearly all actives have a fitted effect of over 50% in size
RGS4 inh: human RGS4 inhibition | Potency, µM (series often up to 114 µM), for the others: at the top dose activity change, negative = inhibition, actives largely listed as inhibitors | Transcreener GDP fluorescence polarization, RGS4-accelerated GTP hydrolysis | AID 504845 | actives 0.039% (n = 390,000); also: potency is read from the fitted curve at half-maximal effect; % is scaled to controls: 0 for no effect and ±100 for the full control effect; nearly all actives have a fitted effect of over 75% in size; some results filed as inactive show a strong effect at the top dose
Target sequence (P49798 whole entry, looked up): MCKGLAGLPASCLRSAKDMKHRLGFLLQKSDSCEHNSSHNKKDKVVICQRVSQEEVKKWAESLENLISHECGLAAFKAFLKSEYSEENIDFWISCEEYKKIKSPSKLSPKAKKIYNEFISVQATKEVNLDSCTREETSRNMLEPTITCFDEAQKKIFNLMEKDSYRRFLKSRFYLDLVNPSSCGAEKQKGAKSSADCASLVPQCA
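MLSMR compounds (23 nl, pin-transferred) preincubated 10 min at room temperature with a 500nM (2x) first reagent, then RGS4 at 900nM (2x) plus Transcreener GDP mix added; fluorescence polarization (620/688 nm) read before and after 90 min at 30 °C.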
ERG Ets-DNA blk: ERG Ets/DNA interaction inhibition. Potency, µM (doses to about 76.9 µM), for inactives: at the highest dose FP activity, negative = inhibition, hits mostly inhibitors. AID 624246. actives 0.028% (n = 370,000). fluorescence polarization, His-ERG Ets domain / labelled DNA. P11308; active = well fitted inhibition curve with a large enough effect in the polarisation, with a control signal flat; inconclusive = small, poorly fitted or top-dose-only effect, or effect the other way, or a change in a side signal; inactive = no such curve, though single readings can be large or run the other way; the % refers to the polarisation;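 also: polarization taken with two DNA probes labelled with fluorescein and Texas red; potency is read from the fitted curve at half-maximal effect; % of control where 0% means no effect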
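His-tagged ERG Ets domain (1 uM in the protein solution; 300mM KCl, 50mM Tris-HCl, 1mM EDTA, 1mM DTT, pH 7.5) received compound, then a probe mix of 5 nM fluorescein-DNA and 100nM Texas-615-DNA. Fluorescence polarization was read for both dyes.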
BAZ2B inh: inhibitors of human BAZ2B bromodomain; Q9UIF8; AlphaScreen BAZ2B-H3K14Ac peptide displacement; AID 504333; actives 4.4% (n = 360,000); Potency, µM (doses to about 114 µM), for inactives: at the highest dose activity change, negative = inhibition, hits mostly inhibitors; also: potency is read from the fitted curve at half-maximal effect; % is scaled to controls: 0 for no effect and ±100 for the full control effect; nearly all actives have a fitted effect of over 60% in size
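AlphaScreen luminescence quantifies BAZ2B engagement of H3K14Ac peptide; the protein and biotinylated peptide are both at 50 nM final, buffer PBS pH 7.4 with 0.01% Tween-20, all steps at room temperature.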
* = called active by the depositor; ? = inconclusive; / = not tested or not shown; & = joins results of further samples; [ ] = another dose, or the depositor's remark. Unless noted, calls follow the shape of the dose curve; as a rule, active = well fitted curve in the direction sought with a large enough effect; inconclusive = small, poorly fitted or top-dose-only effect, or another doubt; inactive = no such curve, though single readings can be large; an effect the other way counts as inactive or inconclusive. A portion of the library (hit frequency here may not be typical).

PI4K2A block	GLS inh	12-LOX inh	G9a block	structure	HP1b binding inh	JMJD2A Tudor inh	RGS4 inh	ERG Ets-DNA blk	BAZ2B inh
0	-1%	-2%	/	O=C(COC(=O)/C=C/c1ccc(OC(F)F)cc1)NC(=O)NC1CCCCC1	41%[activator]	-8%	-1%	-8%	/
-5	-9%	-16%	2%[59 µM]	COCc1nc2sc3c(c2c(=O)[nH]1)CCCC3	32%	-4%	-27%	-12%	1%
0	0%	-2%	?	CCc1sc(NS(C)(=O)=O)nc1-c1ccccc1	2%	-21%	12%	2%	-5%
-26	-3%	44%[activator]	/	Cc1cc(C)cc(NS(=O)(=O)c2cc(Br)cnc2N)c1	29%	-17%	0%	0%	-2%
0	5%	?	7%	Cc1nnsc1C(=O)NCc1c(F)cccc1Cl	15%	-8%	15%	3%	-2%
-1	-1%	0%	2%[59 µM]	CCOc1ccc(CCNC(=O)CCCc2nnc3n(C)c(=O)c4sccc4n23)cc1OCC	16%	-17%	13%	-4%	3%
-7	5%	-5%	-48%[59 µM]	CCOc1ccc2c(c1)c(=O)c(C(=O)c1ccc(C)cc1)cn2Cc1ccccc1OC	2%	-28%	10%	-1%	?
4&1	1%&-6%	345%&0%[activator]	-8%[59 µM]	COc1ccc(C2=NS(=O)(=O)N(C)C(C(=O)NC(C)c3ccccc3)=C2)cc1OC (configuration not stated)	37%&29%	-27%&-9%	-1%&-6%	-3%&5%	10%&-8%
3	8%	-11%	?	CCCN(CCC)CCNC(=O)c1nn(C)c2c1CS(=O)(=O)c1ccccc1-2	25%	0%	13%	3%	-4%
-3	-2%	0%	19%	CC1CCN(CCC(=O)Nc2nccs2)CC1	38%	-11%	-14%	9%	0%
9	-4%	?	-13%[59 µM]	O=S(=O)(c1ccc(F)cc1)N(CCO)CC(O)Cn1c2ccccc2c2ccccc21 (configuration not stated)	0%	-23%	24%	0%	-5%
8	-22%	?	50µM*	COc1ccc(C(=O)CCN2CCN(c3ccccc3OC)CC2)cc1	26%	-23%	?	-9%	?
1	1%	1%	-12%[59 µM]	CCCCCOC(=O)Cn1c(=O)oc2ccccc21	53%[activator]	25%	-30%	15%	15%
0	6%	?	-26%[59 µM]	COc1ccc(OC)c(-n2nnc3c(sc4nc(C)c(Br)c(C)c43)c2=O)c1	30%	-12%	15%	1%	-7%
-2	-3%	?	-28%	CCCOc1ccc(N2C(=O)CC(N(CCc3ccc(OC)c(OC)c3)C(=O)c3ccccc3)C2=O)cc1 (configuration not stated)	28%	-18%	10%	-7%	-17%
-3	3%	2%	-7%	CCn1c(SCC(=O)NC2CCCCC2)nc2c(c1=O)SC(C)C2 (configuration not stated)	31%	-6%	6%	-15%	4%
-6	-3%	8%	-33%	CSc1nc(N)c(C(=O)Nc2ccc([N+](=O)[O-])cc2)s1	21%	-6%	-10%	3%	-38%
0	1%	?	?	O=C(CC1SC(=Nc2ccccc2)N(Cc2ccccn2)C1=O)Nc1ccc(Br)cc1 (configuration not stated)	30%	-26%	-15%	13%	-24%
-2	-1%	-5%	0%	CN(C)c1ccc(C=NCCC2(c3ccccc3)CCOC(C)(C)C2)cc1 (configuration not stated)	21%	-9%	-18%	-1%	6%
-13	1%	0%	16µM*	C=CCn1c(-c2ccccc2[N+](=O)[O-])n[nH]c1=S	38%	-7%	-4%	-3%	?
-2	-1%	-14%	-3%[2.33 µM]	NC(=O)CCCn1c(C(=O)c2ccc(Cl)cc2)c2ccc(C(F)(F)F)cc2[n+]1[O-]	38%	?	-2%	7%	-13%
2	-15%	-18%	-9%[59 µM]	C=CCSc1nc2nc(C)cc(C)n2n1	13%	-12%	5%	7%	7%
-1	2%	-25%	0%[59 µM]	CSc1cccc(NC(=O)C2CCCN(S(=O)(=O)c3ccc4c(c3)CCCN4C(C)=O)C2)c1 (configuration not stated)	5%[57 µM]	-19%	15%	-6%	-5%
-10	-2%	7%	16%[12.7 µM]	N#CCCn1c(C2CCCCC2)nc2ccccc21	18%	-6%	-8%	-9%	9%
4	9%	0%	8%[59 µM]	CCC(CO)Nc1ncc([N+](=O)[O-])cc1C#N (configuration not stated)	17%	-23%	-6%	/	-1%
-3	-7%	-26%	19%[59 µM]	O=S(=O)(c1cccc(S(=O)(=O)N2CCCC2)c1)c1cccc(S(=O)(=O)N2CCCC2)c1	34%[activator]	-12%	-20%	-16%	-4%
7	1%	20%	22%[59 µM]	CC(=O)c1cccc(NC(=O)c2ccc3c(c2)CCCC3)c1	42%[activator]	-15%	-16%	6%	-2%
8	/	-26%	10%[12.7 µM]	CC(=O)Nc1ccc(S(=O)(=O)Oc2cccc(N3C(=O)C4CC=CCC4C3=O)c2)cc1 (configuration not stated)	16%	1%	-9%	-3%	10%
-22	9%	-16%	-9%	O=C(Nc1ccccc1N1CCCCC1)C1CCN(S(=O)(=O)c2cccc(C(F)(F)F)c2)CC1	25%	-21%	-2%	5%	12%
2	-16%	0%	?	COc1ccc(-c2cc(C(=O)N3CCN(C(c4ccccc4)c4ccccc4)CC3)no2)cc1OC	10%	-35%	16%	-4%	-29%
-4	?	?	13%	CCN1CCc2c(C#N)c(N3CCOCC3)nc(NCCO)c2C1	8%	-8%[11.4 µM]	4%[11.4 µM]	3%	5%
-1	1%	1%	56µM*	O=C(Nc1ccc2c(c1)OCO2)c1c[nH]c(=O)n(-c2ccc(F)cc2)c1=O	-32%	?	-9%	14%	35µM*
-4	-6%	-25%	/	CC(C)N=C1NN=C(c2cccs2)C(CC(=O)O)S1 (configuration not stated)	?	-26%	?	4%	-14%
3	2%	-4%	11%	O=C(NC1CCCCC1)C(c1ccncc1)N(C(=O)Cc1cccs1)c1ccccc1 (configuration not stated)	53%[activator]	4%[11.4 µM]	-50%	1%	-13%
-4	18%	16%	45µM*	Cc1[nH]n(-c2ccccc2)c(=O)c1C(C[N+](=O)[O-])c1ccc(F)cc1 (configuration not stated)	8%	-32%	-46%	-11%	?
1	1%	1%	-38%	CC(OC(=O)c1cccc(-n2cnnn2)c1)C(=O)Nc1ccc(F)cc1Cl (configuration not stated)	7%	-10%	19%	-4%	9%
8	-12%	-1%	/	CC(C(=O)OCC(=O)N1CCCCC1)N1C(=O)c2ccccc2C1=O (configuration not stated)	26%	-6%	-33%	/	/
7	-2%	-1%	?	COC(=O)c1ccc(C2/C(=C(\O)c3ccc4c(c3)OCCO4)C(=O)C(=O)N2CCCN(C)C)cc1 (configuration not stated)	35%	-7%	27%	3%	7%
7	-6%	5%	15%[59 µM]	COC(=O)COc1ccc(S(=O)(=O)Nc2ccc(C(N)=O)cc2)cc1Cl	13%	-10%	-11%	1%	-10%
-4	0%	-21%	-8%	CCc1cccc(CC)c1NC(=O)CO/N=C(\C)c1cccs1	43%[activator]	5%	-20%	-1%	-26%
-3	-1%	?	45µM*	Cc1ccc(C)c(OCC(=O)Nc2cc(C(=O)O)cc(C(=O)O)c2)c1	1%	-23%	6%	15%	-7%
20	-2%	-2%	50µM*	CC(=O)Nc1ccc2nc(NC(=O)C(Cl)(Cl)Cl)sc2c1	50%[activator]	-1%	-4%	-8%	-10%
6	2%	1%	-8%	Cc1nnc(SCC(=O)NC2CC2)n1CC1CCCO1 (configuration not stated)	26%	8%	3%	13%	-4%
0	4%	7%	16%[59 µM]	O=C(/C=C/c1ccc(F)cc1)OCC(=O)c1ccc[nH]1	28%	-8%	4%	?	10%
-5	3%	-14%	-4%	CN1CCN(c2nc(-c3ccccc3)c3cc(Cl)ccc3n2)CC1	26%	-7%	-19%	0%	-12%
6	29%	-15%	/	CC(C)(C)OC(=O)NCCCCCNC(=O)c1nc[nH]c1C(=O)N1CCN(c2ccccc2)CC1	15%	-34%	-8%	-4%	/
-6	1%	0%	9%	CC(=O)c1cccc(N2C(=NC(=O)C(C)C)SC3CS(=O)(=O)CC32)c1 (configuration not stated)	37%[activator]	-19%	29%	-3%	4%
2	4%	4%	8%[59 µM]	CSC1=NCCN1C(=O)c1ccc(C)cc1	14%	-2%	-12%	5%	-10%
-1	0%	9%	11%[59 µM]	COC(=O)c1cccc(NC(=O)Cc2ccccc2[N+](=O)[O-])c1C	8%	-9%	25%	-21%	29%

Pulled one by one from the list above (2):
PI4K2A block	GLS inh	12-LOX inh	G9a block	structure	HP1b binding inh	JMJD2A Tudor inh	RGS4 inh	ERG Ets-DNA blk	BAZ2B inh
-4	-6%	-25%	/	CC(C)N=C1NN=C(c2cccs2)C(CC(=O)O)S1 (configuration not stated)	?	-26%	?	4%	-14%
20	-2%	-2%	50µM*	CC(=O)Nc1ccc2nc(NC(=O)C(Cl)(Cl)Cl)sc2c1	50%[activator]	-1%	-4%	-8%	-10%

Screening results as filed in PubChem.
